CHO-K1 Ca antag – M1 antagonist counterscreen hit in parental CHO-K1 cells. inhibition, % at 3 µM. 360,000 tested, 0.6% active. ATP-induced calcium, Fluo-8 fluorescence;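 active means inhibition above a per-plate cutoff, the plate's mean sample inhibition plus 3 SD, cut at about 24% in these data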;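 further: 0% = DMSO plus EC80 ATP and 100% = DMSO alone without ATP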
CHO parental Ca – counter-screen for OX1R antagonists: effect in parental CHO cells; parental CHO-K1, ATP-induced calcium, Fluo-8 fluorescence; inhibition, % at 5.6 µM; 330,000 tested, 0.63% active;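 active means inhibition above that plate's mean sample inhibition plus 3 SD, cut at about 26% in these data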;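 further: 0% = ATP-challenged DMSO wells and 100% = DMSO wells without ATP; some compounds past the cut are filed as inactive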
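Assay system: parental CHO cells; Read-out basis: percent inhibition of ATP-evoked calcium rise, normalized to controls; Benchmarks: ATP and no-ATP DMSO wells; Compound dosing: single nominal dose of 5.6 µM per compound; Signal: Fluo-8 calcium dye fluorescence; Also added: ATP as calcium-mobilizing challenge; Repeats: singlicate.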
M1 ag – agonists of human M1 muscarinic receptor; AID 588814; CHO-K1 hM1, Fluo-8 calcium fluorescence, agonist mode; 0% DMSO, 100% acetylcholine EC100; activation, % at 3 µM; 360,000 tested, 0.33% active;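 active means activation above the run's mean compound activation plus 3 SD, cut at about 16% in these data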;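 further: peak over basal fluorescence ratio within a 140 s kinetic read after compound addition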
Target sequence (P11229 whole entry, looked up): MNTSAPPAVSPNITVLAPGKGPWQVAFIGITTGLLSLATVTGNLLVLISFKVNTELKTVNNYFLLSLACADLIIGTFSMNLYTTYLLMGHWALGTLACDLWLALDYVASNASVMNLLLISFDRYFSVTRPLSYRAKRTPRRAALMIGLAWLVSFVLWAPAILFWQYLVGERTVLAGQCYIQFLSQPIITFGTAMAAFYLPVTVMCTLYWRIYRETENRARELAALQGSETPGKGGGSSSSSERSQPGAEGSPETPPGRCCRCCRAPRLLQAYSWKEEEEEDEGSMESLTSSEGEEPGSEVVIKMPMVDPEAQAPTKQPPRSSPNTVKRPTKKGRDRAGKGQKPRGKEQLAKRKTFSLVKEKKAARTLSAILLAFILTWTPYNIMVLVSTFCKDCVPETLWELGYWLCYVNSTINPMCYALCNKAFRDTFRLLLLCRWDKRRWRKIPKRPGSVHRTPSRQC
CHO-K1 Ca PAM – nonselective activator or artifact in parental CHO-K1 calcium assay. ATP EC20, Fluo-8 calcium fluorescence; 0% at ATP EC20, 100% at ATP max. activation, % at 3 µM. 360,000 tested, 0.02% active. AID 602247;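 active means activation above the run cutoff, the mean activation of all test compounds plus 3 SD, cut at about 40% in these data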;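 further: peak over basal fluorescence ratio in a 140 s read after ATP addition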
M1 ag parental – M1 agonist counterscreen hit in parental CHO-K1 cells | AID 602248 | Fluo-8 calcium fluorescence; scaled to maximal ATP response, vehicle zero | activation, % at 3 µM | 360,000 tested, 0.48% active; in the data active means activation above about 15%;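 further: untransfected CHO-K1 host cells lacking M1 receptor as counterscreen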
TAAR1 antagonist – antagonists of human TAAR1; Q96RJ0; CHO RD-HGA16 TAAR1, Fluo-8 calcium fluorescence, antagonist; inhibition, % at 3 µM; 360,000 tested, 1.5% active; AID 624466;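 active means inhibition above a per-plate cutoff, the mean inhibition of test compounds on that plate plus 3 SD, cut at about 49% in these data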;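 further: 0% = DMSO plus EC80 beta-PEA response and 100% = DMSO alone without agonist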
Target sequence (Q96RJ0 whole entry, looked up): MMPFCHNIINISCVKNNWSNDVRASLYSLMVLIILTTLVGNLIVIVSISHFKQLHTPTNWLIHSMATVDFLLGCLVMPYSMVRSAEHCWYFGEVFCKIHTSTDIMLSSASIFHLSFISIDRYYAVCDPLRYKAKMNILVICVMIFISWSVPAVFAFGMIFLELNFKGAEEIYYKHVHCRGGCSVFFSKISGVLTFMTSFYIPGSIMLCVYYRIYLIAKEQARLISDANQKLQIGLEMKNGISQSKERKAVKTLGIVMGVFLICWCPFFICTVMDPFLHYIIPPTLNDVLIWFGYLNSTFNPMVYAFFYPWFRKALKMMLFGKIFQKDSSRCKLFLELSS
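System: RD-HGA16 CHO cells with stable hTAAR1 and Gα16 | Probe or stimulus: EC80 β-phenethylamine stimulus | Dosing: 3 µM, single point | Times: Dye loading 75 min at 37 °C, then 30 min room temperature | Measured by: Fluo-8 calcium-sensitive fluorescence | Read-out basis: % inhibition of agonist calcium response | Replicates: n of 1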
TAAR1 agonist – agonists of human TAAR1. activation, % at 3 µM. 360,000 tested, 0.99% active. CHO RD-HGA16 TAAR1, Fluo-8 calcium fluorescence; vehicle wells 0%, saturating PEA agonist 100%;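 active means activation above the mean activation of all test compounds in the run plus 3 SD, cut at about 38% in these data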
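Test system: RD-HGA16 (CHO) cells co-expressing Gα16 and hTAAR1; dosing: one-point dosing at 3 µM (nominal); timing: 17-24 h seeding, 75 min 37 °C dye, 30 min RT; signal: kinetic Fluo-8 calcium fluorescence; read-out basis: % activation relative to PEA EC100 response; controls: DMSO and PEA EC100; replicates: n 1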
CHRM1 antagonist – antagonists of human M1 muscarinic receptor. 360,000 tested, 1.3% active. CHO-K1 hM1, Fluo-8 calcium fluorescence, ACh EC80 antagonist. P11229. inhibition, % at 3 µM;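 active means percent inhibition above its own plate's cutoff, namely the mean of that plate's compound wells plus 3 SD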;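 further: peak over basal fluorescence ratio during 140 s after agonist addition; 0% = ACh EC80 plus DMSO and 100% = DMSO alone without agonist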
M1 PAM – human CHRM1 positive allosteric modulation; P11229; CHO-K1 hM1, Fluo-8 calcium fluorescence, ACh EC20; 0% = ACh EC20, 100% = maximal ACh; activation, % at 3 µM; 360,000 tested, 0.088% active; AID 588819; in the data active means activation above about 19%, passing the limit was not always enough
The depositor's hits bear a star.

For COc1cc(-c2nnc(NC(=O)CCS(=O)(=O)c3ccc(F)cc3)o2)cc(OC)c1OC the results were CHO-K1 Ca antag -3, CHO parental Ca -19, M1 ag -5, CHO-K1 Ca PAM 19, M1 ag parental 1.0, TAAR1 antagonist -28, TAAR1 agonist 1, CHRM1 antagonist -10 and M1 PAM 6.
`COc1cc(NC(=O)Nc2ccc(Cl)c(Cl)c2)c(C(=O)O)cc1OC` gave CHO-K1 Ca antag -11, CHO parental Ca -11, M1 ag -2, CHO-K1 Ca PAM 16, M1 ag parental 1.8, TAAR1 antagonist 2, TAAR1 agonist -1, CHRM1 antagonist -8 and M1 PAM 8.
CC(C)(CNC(=O)c1cc(-c2ccc(Cl)s2)nc2ccccc12)N1CCOCC1 was read as CHO-K1 Ca antag 1, CHO parental Ca -23, M1 ag -2, CHO-K1 Ca PAM 2, M1 ag parental 2.0, TAAR1 antagonist -31, TAAR1 agonist 2, CHRM1 antagonist -3 and M1 PAM 11.
For Cc1nn(CC(=O)N2CCOCC2)c(=O)c2ccccc12 the results were CHO-K1 Ca antag 1, CHO parental Ca -9, M1 ag -3, CHO-K1 Ca PAM 14, M1 ag parental 4.2, TAAR1 antagonist -9, TAAR1 agonist 7, CHRM1 antagonist 6 and M1 PAM 4.
CC(C)CCN(C(=O)c1ccc(N2CCCC2=O)cc1)c1c(N)n(Cc2ccccc2)c(=O)[nH]c1=O was read as CHO-K1 Ca antag -3, CHO parental Ca -13, M1 ag 2, CHO-K1 Ca PAM 2, M1 ag parental 0.5, TAAR1 antagonist -30, TAAR1 agonist 0, CHRM1 antagonist -1 and M1 PAM 1.
`CCOC(=O)c1cc2sccc2n1CC(=O)N1CCN(C(=O)c2ccco2)CC1` gave CHO-K1 Ca antag -17, CHO parental Ca -19, M1 ag -5, CHO-K1 Ca PAM 6, M1 ag parental 1.1, TAAR1 antagonist -2, TAAR1 agonist 13, CHRM1 antagonist 0 and M1 PAM 1.
`O=C(Nc1ccc(Cl)cc1C(=O)N1CCOCC1)c1ccco1` gave CHO-K1 Ca antag -5, CHO parental Ca -7, M1 ag -3, CHO-K1 Ca PAM 9, M1 ag parental -0.2, TAAR1 antagonist -1, TAAR1 agonist 7, CHRM1 antagonist 2 and M1 PAM 6.
`CCOc1ccc2[nH]c(C(=O)N/N=C/c3cc(OC)c(OC)c(OC)c3)cc2c1` gave CHO-K1 Ca antag -3, CHO parental Ca -11, M1 ag -4, CHO-K1 Ca PAM 2, M1 ag parental 6.2, TAAR1 antagonist 43, TAAR1 agonist 15, CHRM1 antagonist 8 and M1 PAM -7.
For CC(C)CNC(=O)C1(C)CCCN1C(=O)c1cncc(Br)c1 (stereo not drawn) the results were CHO-K1 Ca antag -4, M1 ag 1, CHO-K1 Ca PAM 8, M1 ag parental 0.5, TAAR1 antagonist -3, TAAR1 agonist 0, CHRM1 antagonist -2 and M1 PAM 3.
Screening CC12C(=O)N(n3cnnc3)C(=O)C1C1C=CC2C1 (stereo not drawn) returned CHO-K1 Ca antag -2, CHO parental Ca -10, M1 ag -3, CHO-K1 Ca PAM 9, M1 ag parental 0.1, TAAR1 antagonist -7, TAAR1 agonist 6, CHRM1 antagonist 2 and M1 PAM -3.
For O=c1[nH]c(=S)[nH]nc1Cc1ccc(Cl)c(Cl)c1 the results were CHO-K1 Ca antag 4, CHO parental Ca -3, M1 ag 0, CHO-K1 Ca PAM 11, M1 ag parental 0.6, TAAR1 antagonist -13, TAAR1 agonist 3, CHRM1 antagonist -14 and M1 PAM 17.
For Cc1c(Cl)cccc1N=c1c([N+](=O)[O-])nn(-c2ccccc2)n1O the results were CHO-K1 Ca antag -16, CHO parental Ca -7, M1 ag -6, CHO-K1 Ca PAM 21, M1 ag parental -0.5, TAAR1 antagonist 9, TAAR1 agonist 3, CHRM1 antagonist 6 and M1 PAM -5.
Cn1c(=O)c2ncn(CC(=O)NC3CCCCCC3)c2n(C)c1=O was read as CHO-K1 Ca antag 7, CHO parental Ca -4, M1 ag 6, CHO-K1 Ca PAM 10, M1 ag parental 4.8, TAAR1 antagonist -8, TAAR1 agonist 6, CHRM1 antagonist -9 and M1 PAM 1.
For CC(C)c1ccccc1OCCNS(C)(=O)=O the results were CHO-K1 Ca antag -9, CHO parental Ca -15, M1 ag -2, CHO-K1 Ca PAM 12, M1 ag parental 0.7, TAAR1 antagonist 14, TAAR1 agonist 10, CHRM1 antagonist -8 and M1 PAM 4.
For Cc1cc2ccccn2c1C(=O)c1cc([N+](=O)[O-])cc([N+](=O)[O-])c1 the results were CHO-K1 Ca antag -13, CHO parental Ca -20, M1 ag -12, CHO-K1 Ca PAM 8, M1 ag parental -0.3, TAAR1 antagonist -8, TAAR1 agonist 5, CHRM1 antagonist -4 and M1 PAM 9.
`COc1ccc(CCNC(=O)CCc2ccc(S(=O)(=O)NC(C)C)cc2)cc1` gave CHO-K1 Ca antag -1, CHO parental Ca -13, M1 ag -7, CHO-K1 Ca PAM 13, M1 ag parental 0.6, TAAR1 antagonist 7, TAAR1 agonist 0, CHRM1 antagonist -12 and M1 PAM 7.
O=C(NCC1CCCN1S(=O)(=O)c1cccs1)C(=O)Nc1cccc(F)c1 (stereo not drawn) was read as CHO-K1 Ca antag -10, CHO parental Ca -9, M1 ag -2, CHO-K1 Ca PAM 13, M1 ag parental 3.5, TAAR1 antagonist -8, TAAR1 agonist 3, CHRM1 antagonist -14 and M1 PAM 11.
`O=C(CCC1CCCCC1)NCCN1C2=NC[C@H](Cc3ccccc3)N2C[C@H]1Cc1ccc(O)cc1` gave CHO-K1 Ca antag -16, CHO parental Ca -26, M1 ag -15, CHO-K1 Ca PAM 14, M1 ag parental 1.0, TAAR1 antagonist -9, TAAR1 agonist 24, CHRM1 antagonist -2 and M1 PAM -3.
Cc1cc(-c2ccc3c(c2)COc2c4ccccc4nn2-3)on1 was read as CHO-K1 Ca antag 2, CHO parental Ca -11, M1 ag -2, CHO-K1 Ca PAM -3, M1 ag parental -0.5, TAAR1 antagonist 8, TAAR1 agonist 6, CHRM1 antagonist -2 and M1 PAM 9.
For COc1cccc(C(=O)N2C(C(C)C)COc3cc(Br)ccc3S2(=O)=O)c1 (stereo not drawn) the results were CHO-K1 Ca antag -2, M1 ag -3, CHO-K1 Ca PAM -1, M1 ag parental -0.1, TAAR1 antagonist 20, TAAR1 agonist -1, CHRM1 antagonist 0 and M1 PAM -1.
For COc1ccccc1OCC(=O)N1CCCC(Nc2cccc(F)c2)C1 (stereo not drawn) the results were CHO-K1 Ca antag -8, CHO parental Ca -11, M1 ag -1, CHO-K1 Ca PAM 14, M1 ag parental 2.1, TAAR1 antagonist -12, TAAR1 agonist 2, CHRM1 antagonist -14 and M1 PAM 14.
Screening CSc1nc(-c2ccc(Cl)cc2)nn1S(=O)(=O)c1ccc(Cl)cc1 returned CHO-K1 Ca antag -8, CHO parental Ca -23, M1 ag -5, CHO-K1 Ca PAM 5, M1 ag parental 0.2, TAAR1 antagonist 0, TAAR1 agonist 24, CHRM1 antagonist -3 and M1 PAM -4.
O=C(NCCCn1cccn1)C1CCC(=O)N(Cc2cccc(C(F)(F)F)c2)C1 (stereo not drawn) was read as CHO-K1 Ca antag 11, CHO parental Ca -12, M1 ag -2, CHO-K1 Ca PAM 9, M1 ag parental 2.1, TAAR1 antagonist -22, TAAR1 agonist 3, CHRM1 antagonist -5 and M1 PAM 3.
`COc1ccc(C(=O)OCc2cc(C)ccc2C)cc1S(=O)(=O)N1CCCC1` gave CHO-K1 Ca antag -4, CHO parental Ca -19, M1 ag -4, CHO-K1 Ca PAM -13, M1 ag parental -0.3, TAAR1 antagonist -1, TAAR1 agonist 4, CHRM1 antagonist -1 and M1 PAM 0.
For Cc1ccc(S(=O)(=O)NC(=O)NCCCCNC(=O)NS(=O)(=O)c2ccc(C)cc2)cc1 the results were CHO-K1 Ca antag 16, CHO parental Ca -4, M1 ag 0, CHO-K1 Ca PAM -6, M1 ag parental 0.1, TAAR1 antagonist 0, TAAR1 agonist 6, CHRM1 antagonist 9 and M1 PAM -4.
For O=C(NCC1CCCO1)c1ccc2c(=O)n(CC3CCCO3)c(=S)[nH]c2c1 (stereo not drawn) the results were CHO-K1 Ca antag 7, CHO parental Ca -1, M1 ag 0, CHO-K1 Ca PAM -14, M1 ag parental 1.3, TAAR1 antagonist -3, TAAR1 agonist 16, CHRM1 antagonist -10 and M1 PAM 11.
COCCNc1oc(/C=C/c2cccc(OC)c2)nc1S(=O)(=O)c1ccccc1 was read as CHO-K1 Ca antag -3, M1 ag -3, CHO-K1 Ca PAM 11, M1 ag parental 0.0, TAAR1 antagonist -17, TAAR1 agonist 0, CHRM1 antagonist -5 and M1 PAM 4.
`CS(=O)(=O)N1CCN(c2ccccc2NC(=O)c2cc(Br)ccc2Cl)CC1` gave CHO-K1 Ca antag 10, CHO parental Ca -11, M1 ag -10, CHO-K1 Ca PAM 13, M1 ag parental 2.8, TAAR1 antagonist 12, TAAR1 agonist 22, CHRM1 antagonist 0 and M1 PAM 4.
Screening OC(CNc1nc(-c2cccnc2)nc2ccccc12)c1ccccc1 (stereo not drawn) returned CHO-K1 Ca antag -1, CHO parental Ca -12, M1 ag -8, CHO-K1 Ca PAM 5, M1 ag parental 6.8, TAAR1 antagonist 49*, TAAR1 agonist 13, CHRM1 antagonist 11 and M1 PAM -8.
O=C(c1ccc(C(F)(F)F)cc1)C1CCCN(C(=O)Cn2cnnn2)C1 (stereo not drawn) was read as CHO-K1 Ca antag -8, CHO parental Ca -15, M1 ag -1, CHO-K1 Ca PAM -6, M1 ag parental 0.7, TAAR1 antagonist -19, TAAR1 agonist 0, CHRM1 antagonist 4 and M1 PAM 2.

Of the compounds above, these have a nitro group on carbon.
For Cc1c(Cl)cccc1N=c1c([N+](=O)[O-])nn(-c2ccccc2)n1O the results were CHO-K1 Ca antag -16, CHO parental Ca -7, M1 ag -6, CHO-K1 Ca PAM 21, M1 ag parental -0.5, TAAR1 antagonist 9, TAAR1 agonist 3, CHRM1 antagonist 6 and M1 PAM -5.
For Cc1cc2ccccn2c1C(=O)c1cc([N+](=O)[O-])cc([N+](=O)[O-])c1 the results were CHO-K1 Ca antag -13, CHO parental Ca -20, M1 ag -12, CHO-K1 Ca PAM 8, M1 ag parental -0.3, TAAR1 antagonist -8, TAAR1 agonist 5, CHRM1 antagonist -4 and M1 PAM 9.

Screening data: PubChem, The Scripps Research Institute Molecular Screening Center

Random draw from the library. Share with any hit: about 4.4%.
